From PubChem
BAP1 block – blocks human BAP1 ubiquitin-AMC hydrolysis. activity remaining (% of control), % at 20 µM. Q92560. hit rate 0.48% among 72,000. recombinant BAP1, Ub-AMC hydrolysis fluorescence kinetic; active compounds read low;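 active = activity remaining at or below 50% of control, provided the compound also passes the data quality filters; inactive = the rest, including low values that fail the filters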;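 note: 100% = DMSO wells rate and 0% = substrate alone blank rate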
Target sequence (Q92560 whole entry, looked up): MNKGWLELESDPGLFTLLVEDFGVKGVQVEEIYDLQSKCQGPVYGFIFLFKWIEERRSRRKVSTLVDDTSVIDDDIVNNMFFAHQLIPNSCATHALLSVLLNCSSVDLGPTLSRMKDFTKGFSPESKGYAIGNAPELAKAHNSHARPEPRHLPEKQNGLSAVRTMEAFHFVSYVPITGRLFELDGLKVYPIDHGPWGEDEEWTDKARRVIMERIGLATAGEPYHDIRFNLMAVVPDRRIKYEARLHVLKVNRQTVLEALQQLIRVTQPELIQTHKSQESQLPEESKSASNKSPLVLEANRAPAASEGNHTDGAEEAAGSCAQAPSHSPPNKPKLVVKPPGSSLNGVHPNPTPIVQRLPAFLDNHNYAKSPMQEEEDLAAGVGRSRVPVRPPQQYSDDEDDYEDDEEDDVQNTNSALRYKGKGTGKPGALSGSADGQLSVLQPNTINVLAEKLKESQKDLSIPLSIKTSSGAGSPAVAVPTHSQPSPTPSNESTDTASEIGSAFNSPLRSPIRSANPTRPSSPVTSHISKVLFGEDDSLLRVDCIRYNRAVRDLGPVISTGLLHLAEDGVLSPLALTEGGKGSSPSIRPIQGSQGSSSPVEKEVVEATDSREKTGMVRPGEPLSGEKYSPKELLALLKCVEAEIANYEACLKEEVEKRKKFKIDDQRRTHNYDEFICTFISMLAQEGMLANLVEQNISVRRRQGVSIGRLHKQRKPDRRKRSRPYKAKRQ
HePTP inh – inhibitors of human HePTP phosphatase | AID 521 | hit rate 0.64% among 110,000 | P35236 | recombinant HePTP phosphatase activity, OD absorbance | inhibition, % at 20 µM; in the data active = inhibition above about 50%;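 note: plate controls were vehicle for no effect and reference inhibitor for full effect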
Target sequence (P35236 whole entry, looked up): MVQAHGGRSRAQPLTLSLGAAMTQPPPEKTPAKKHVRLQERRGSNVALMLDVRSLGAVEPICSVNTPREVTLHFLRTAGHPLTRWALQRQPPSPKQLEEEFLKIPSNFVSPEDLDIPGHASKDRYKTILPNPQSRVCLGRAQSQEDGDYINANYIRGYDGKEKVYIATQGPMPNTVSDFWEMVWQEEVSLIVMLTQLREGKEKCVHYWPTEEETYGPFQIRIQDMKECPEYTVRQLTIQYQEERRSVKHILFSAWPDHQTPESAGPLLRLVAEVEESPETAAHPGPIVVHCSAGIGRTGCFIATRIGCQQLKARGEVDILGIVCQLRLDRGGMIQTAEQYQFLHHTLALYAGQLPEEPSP
* = called active by the depositor; . = not tested or not shown; & = joins results of further samples.

No. | SMILES | HePTP inh | BAP1 block
1 | COc1ccccc1NC(=O)C1=C(C)NC2=C(C(=O)CC(C)(C)C2)C1c1ccc2c(c1)OCO2 (stereo not drawn) | 7 | .
2 | c1csc(-c2nnc(-c3ccc(N4CCOCC4)cc3)o2)c1 | 13 | .
3 | O=C(N/N=C/c1ccc(F)cc1)c1cc(-c2ccc3ccccc3c2)n[nH]1 | -1 | .
4 | O=C(CN1CCC(n2nnc3cc(F)ccc32)CC1)NCc1ccco1 | 13 | 100
5 | CCc1c(C)nc2ncnn2c1N1CCC(C(=O)NCc2ccc3c(c2)OCO3)CC1 | 3 | 89
6 | O=C1Nc2ccc(Br)cc2C12NN=C(c1ccccc1)S2 (stereo not drawn) | -1 | .
7 | CCc1ccccc1N(CC(=O)Nc1cccc(Br)c1)S(C)(=O)=O | 11 | .
8 | CCOCCn1c(SCc2ccc(C)cc2)nc2c1c(=O)[nH]c(=O)n2C | -5 | 89
9 | CCOC(=O)CSc1nnc(CNC(=O)c2ccco2)n1C | 8 | 108
10 | Cc1ccc(S(=O)(=O)Oc2cccc(/C=C3/SC(=S)N(C)C3=O)c2)cc1 | -4 | .
11 | COc1ccc(C2CC(=O)Nc3ccccc3S2(=O)=O)cc1OC (stereo not drawn) | 11 | 87
12 | O=C1CC(N2CCN(S(=O)(=O)c3cccc(C(F)(F)F)c3)CC2)C(=O)N1Cc1ccccc1 (stereo not drawn) | -4 | 91

Carrying on:
No. | SMILES | HePTP inh | BAP1 block
13 | Cc1cc(C)c(C#N)c(SCC(=O)N(C)C2CCCCC2)n1 | -2 | 92
14 | CCOCCCn1cnc2c(c1=O)c1nc3ccccc3nc1n2-c1ccc(C)cc1 | 0 | .
15 | O=C(Nc1ccc(N2C(=O)c3ccccc3C2=O)cc1Cl)c1ccc(Cl)cc1Cl | -8 | .
16 | CCN1CCCC1CNS(=O)(=O)c1ccc(C(=O)Nc2ccccc2)cc1 (stereo not drawn) | 10 | 87
17 | CC(C)(C)Cc1ccc(C2C(=O)c3ccccc3C2=O)cc1 | 8 | .
18 | Cc1ccc(NC(=O)c2cc(I)ccc2Cl)cc1 | 2 | .
19 | CCOc1ccccc1NC(=O)COc1ccc2ccccc2c1 | 4 | .
20 | CCc1nc(C)ccc1OCC(=O)O | -2 | 103&59
21 | CCOC(=O)CN1c2ccccc2NC(=O)CC1C (stereo not drawn) | -11 | 100
22 | CCCN1CCN(CCCNC(=O)C2CCCN(c3nc4ccc(OCC)cc4s3)C2)CC1 (stereo not drawn) | 6 | 87
23 | Cc1nn2c(C(F)(F)F)cc(-c3ccc(Cl)cc3)nc2c1C(=O)N1CCOCC1 | 0 | 105
24 | N#Cc1c(N)[nH]c(=S)c(C#N)c1-c1cccc(O)c1 | 0 | .

Two entries picked at random from the list so far, as already listed:
No. | SMILES | HePTP inh | BAP1 block
18 | Cc1ccc(NC(=O)c2cc(I)ccc2Cl)cc1 | 2 | .
22 | CCCN1CCN(CCCNC(=O)C2CCCN(c3nc4ccc(OCC)cc4s3)C2)CC1 (stereo not drawn) | 6 | 87

(continued)
No. | SMILES | HePTP inh | BAP1 block
25 | CCN(CC)c1ccc(C=Nc2ccc(C#N)cc2)c(O)c1 | -1 | 73
26 | O=C1OCC2=C1C(c1ccc3c(c1)OCO3)Sc1ccccc1N2 (stereo not drawn) | 8&0 | 103
27 | C=CCn1c(SCc2c(F)c(F)c(F)c(F)c2F)nc(O)cc1=O | 6 | 105
28 | O=C(O)c1cc(-c2ccccc2Cl)nc2ccccc12 | 3 | .
29 | CCOC(=O)c1cc(NC(=O)c2ccoc2C)cc(C(=O)OCC)c1 | 6 | 72
30 | CC(C)c1ccc2oc(-c3ccc(N)cc3)nc2c1 | 7 | .
31 | Cc1cccn2c(=O)c3cc(C(=O)NCCN4CCOCC4)n(Cc4ccccc4)c3nc12 | 4 | .
32 | N#Cc1cccc(NC(=O)CCC(=O)O)c1 | 8 | .
33 | O=C(C1CCN(c2nnc(N3CCCC3=O)s2)CC1)N1CCN(Cc2ccc3c(c2)OCO3)CC1 | 12 | 80
34 | COc1ccccc1OCCCn1c(=O)oc2ccc(C)cc21 | 5 | 97
35 | CC(=O)N1CCN(S(=O)(=O)c2ccc(S(=O)(=O)NCC(C)C)cc2)CC1 | 3 | 98
36 | CCN(CC)C(=O)C(C)N(C#N)c1nc(SC)nc(N(C)C)n1 (stereo not drawn) | 6 | 73

Remaining list, next part:
No. | SMILES | HePTP inh | BAP1 block
37 | COc1ccc(N(C)C(=O)Nc2ccc3c(c2)nnn3C)cc1 | -8 | 129
38 | Cc1nc(=O)c(-c2ccccc2)c(C)n1-c1cccc(C(=O)O)c1 | 3 | 107
39 | Cc1sc2nc(SCC(=O)NCCCN3CCOCC3)[nH]c(=O)c2c1C | -5 | .
40 | Cc1ccc2nc(CCc3nc4ccc(C)cc4o3)oc2c1 | 5 | 90
41 | CCOc1ccc(N2C(=O)NC(Cc3c[nH]c4ccccc34)C2=O)cc1 (stereo not drawn) | -6 | 143
42 | O=C1N=c2ccc(Br)cc2=C1c1sc(=S)n(Cc2ccco2)c1O | -10 | .
43 | COc1ccc(NC(=O)CSc2nnc(Cc3cccn3C)n2-c2ccc(F)cc2)cc1OC | 7 | 93
44 | O=C(O)C1C2CCC(C2)C1C(=O)Nc1cc(F)ccc1F (stereo not drawn) | 4 | .
45 | COc1ccc(-n2c(=O)cc(N3CCOCC3)[nH]c2=O)cc1 | 8 | 56
46 | O=C(Cc1ccccc1)Nc1ccc(N2CCOCC2)cc1N1CCOCC1 | 1 | 65
47 | Cc1cc(C)n2c3c(c(C#N)c2n1)CCCC3 | 13 | 102
48 | C=C(C)CNC(=S)NC1=C(C)N(C)N(c2ccccc2)C1=C | -14 | .

Carrying on.
No. | SMILES | HePTP inh | BAP1 block
49 | C=CCNS(=O)(=O)c1nc(C)c(Cl)c(C)c1C#N | -6 | 96
50 | C=CCn1c(=O)c2ccccc2n2c(SCC(=O)Nc3cc(C)on3)nnc12 | 3 | 131
51 | Cc1ccc(-c2ccc(OC(=O)CCN3C(=O)c4ccccc4C3=O)cc2)cc1 | -14 | .
52 | COc1cccc(-c2nc(-c3ccc(NC(=O)c4cccnc4)cc3)no2)c1 | -2 | 174
53 | O=C(c1cccc(Nc2nc(-c3ccccc3)c3cc(Br)ccc3n2)c1)N1CCOCC1 | -3 | .
54 | COc1ccc(OC)c(-n2c(SCC(C)=O)nnc2-c2cccc(S(=O)(=O)N(C)C)c2)c1 | 4 | 136
55 | CCOC(=O)C1=C(C)NC2=C(C(=O)CC(c3ccccc3)C2)C1c1ccc(C)o1 (stereo not drawn) | -9 | .
56 | O=C(NCCc1ccc(F)cc1)C(=O)Nc1ccccc1 | 5 | .
57 | COc1cccc(-n2nnnc2SCC(=O)NCc2ccc3c(c2)OCO3)c1 | 3 | 106
58 | O=C(c1ccc(Br)cc1)c1ccc2c(c1)OCCCO2 | -8 | .
59 | CCN1C(=O)/C(=C\c2ccccc2Sc2ccc(Cl)cc2)SC1=S | 3 | .
60 | O=C(c1ccc(S(=O)(=O)N2CCCC2)cc1)N1CCN(Cc2ccc3c(c2)OCO3)CC1 | 2 | 101

The results go on:
No. | SMILES | HePTP inh | BAP1 block
61 | Cc1ccc(/C(O)=C2/C(=O)C(=O)N(CCCCCC(=O)O)C2c2ccccc2)cc1 (stereo not drawn) | 4 | .
62 | O=C(CCCn1c(=S)[nH]c2cc3c(cc2c1=O)OCO3)N1CCN(c2ccc(Cl)cc2)CC1 | 24 | 57
63 | O=C1NC(=S)N/C1=C\c1ccc(F)c(Br)c1 | -7 | .
64 | CCNC(=O)C(=O)Nc1ccc(OC)c(Cl)c1 | -6 | .
65 | COc1cc([N+](=O)[O-])cc(/C=C2\C(=O)NC(=O)N(c3ccc(Cl)cc3)C2=O)c1O | 6 | .
66 | COC(=O)C1=C(N)Oc2cc(C)n(CC3CCCO3)c(=O)c2C1c1ccc(Cl)cc1 (stereo not drawn) | 6 | 98
67 | CC1(C)CC(=O)C=C(NC2CCS(=O)(=O)C2)C1 (stereo not drawn) | 14 | 104
68 | C=CCN(CC=C)c1nc2ccccc2nc1C(C#N)C(=O)OCCOC (stereo not drawn) | 8 | 209
69 | Clc1ccc(CSc2nnc([C@@H]3CCCN3)o2)cc1Cl | 3 | 105
70 | COC(=O)c1ccsc1NC(=O)CN1CCN(c2ccc(F)cc2)CC1 | 3 | 126
71 | O=C(Nc1c(C(=O)N2CCOCC2)cnn1-c1ccccc1Cl)c1ccco1 | 4 | 110
72 | COC(=O)c1ccccc1N(C)C(=O)C12CCC(C)(C(=O)O1)C2(C)C (stereo not drawn) | 2 | 62

Following part:
No. | SMILES | HePTP inh | BAP1 block
73 | COc1cccc2cc(C(=O)N3CCC(C)CC3)c(=O)oc12 | 4 | 100
74 | Cc1ccc(Nc2nc(Oc3ccc(OCc4ccccc4)nn3)nc(N3CCOCC3)n2)cc1 | 8 | 62
75 | CCCOc1ccc(CSc2nnc(CCC)n2N)cc1 | -10 | 96
76 | CCOC(=O)c1ccc(-n2c(C)cc(/C=C3\NC(=S)NC3=O)c2C)cc1 | 3 | .
77 | O=C(Cc1cccc2ccccc12)N1CCN(c2ccccc2)CC1 | 9 | .
78 | C=CCn1c(CSc2nc3ccccc3s2)nnc1SCC(=O)OCC | -3 | 86
79 | COc1ccc(C)cc1NC(=O)C(=O)NCC1CCCO1 (stereo not drawn) | -4 | .
80 | COc1ccc(NC(=O)C(=O)N/N=C/c2ccc(O)c(OC)c2)cc1 | -2 | .
81 | COc1ccc(N(CC(=O)Nc2ccc(C)cc2)S(C)(=O)=O)cc1 | 7 | .
82 | O=C(CN1CCCCCC1=O)OCc1ncc(-c2ccccc2)o1 | -11 | 108
83 | CC(=O)Oc1ccc(-c2cccc(C(=O)Oc3ccccc3)c2)cc1 | -9 | .
84 | COC(=O)c1c(NC(=O)C2CCCCC2C(=O)O)sc2c1CCC(c1ccccc1)C2 (stereo not drawn) | 12 | .

Remaining list, next part.
No. | SMILES | HePTP inh | BAP1 block
85 | COC(=O)c1ccc(Oc2nc(Nc3ccccc3)nc(N(C)C)n2)cc1 | -1 | 53
86 | CCN(CC)S(=O)(=O)c1ccc(C(=O)Nc2c3c(nn2C(C)(C)C)CS(=O)(=O)C3)cc1 | -2 | 99
87 | CCOC(=O)c1c(C)[nH]c(C(=O)COC(=O)c2oc3ccc(OC)cc3c2C)c1C | 0 | 86
88 | Cc1nnc2n(c1=O)C(CS(=O)(=O)c1ccccc1)CS2 (stereo not drawn) | 2 | 121
89 | Cc1ccc(Cn2nnc(C(=O)Nc3cc(C)ccc3C)c2N)cc1 | . | 115
90 | COc1ccc2c(c1)c(C(=O)CN1CCOCC1)c(C)n2C | 13 | 72
91 | COc1cccc(CC(NC(C)=O)C(=O)NC2CCN(c3nc(C)cc(C)c3C#N)CC2)c1 (stereo not drawn) | 9 | 94
92 | O=C(NC(=S)Nc1ccc(Cl)cc1Cl)c1ccco1 | 0 | .
93 | CC(=O)N1C(=O)C2(C(C#N)=C(N)Oc3cc(C)oc(=O)c32)c2ccccc21 (stereo not drawn) | -3 | 100
94 | CCN(CC)CCNc1nc2nonc2nc1NCCN(CC)CC | 2 | .
95 | COC(=O)CSc1nnc2n(-c3ccc(OC)cc3)c(=O)c3c4c(sc3n12)CCCCC4 | 0 | 95
96 | C=CCn1c(N)cc(=O)nc1SCC(=O)NC(C)c1ccccc1 (stereo not drawn) | -8 | 85
97 | Cn1ncc(N)c1C(=O)N1CCOCC1 | . | 62
98 | O=C(/C=C/c1ccccc1)Nc1nnc(-c2ccncc2)s1 | 2 | .

Among those listed so far, 19 have an aryl methoxy group:
No. | SMILES | HePTP inh | BAP1 block
1 | COc1ccccc1NC(=O)C1=C(C)NC2=C(C(=O)CC(C)(C)C2)C1c1ccc2c(c1)OCO2 (stereo not drawn) | 7 | .
11 | COc1ccc(C2CC(=O)Nc3ccccc3S2(=O)=O)cc1OC (stereo not drawn) | 11 | 87
34 | COc1ccccc1OCCCn1c(=O)oc2ccc(C)cc21 | 5 | 97
37 | COc1ccc(N(C)C(=O)Nc2ccc3c(c2)nnn3C)cc1 | -8 | 129
43 | COc1ccc(NC(=O)CSc2nnc(Cc3cccn3C)n2-c2ccc(F)cc2)cc1OC | 7 | 93
45 | COc1ccc(-n2c(=O)cc(N3CCOCC3)[nH]c2=O)cc1 | 8 | 56
52 | COc1cccc(-c2nc(-c3ccc(NC(=O)c4cccnc4)cc3)no2)c1 | -2 | 174
54 | COc1ccc(OC)c(-n2c(SCC(C)=O)nnc2-c2cccc(S(=O)(=O)N(C)C)c2)c1 | 4 | 136
57 | COc1cccc(-n2nnnc2SCC(=O)NCc2ccc3c(c2)OCO3)c1 | 3 | 106
64 | CCNC(=O)C(=O)Nc1ccc(OC)c(Cl)c1 | -6 | .
65 | COc1cc([N+](=O)[O-])cc(/C=C2\C(=O)NC(=O)N(c3ccc(Cl)cc3)C2=O)c1O | 6 | .
73 | COc1cccc2cc(C(=O)N3CCC(C)CC3)c(=O)oc12 | 4 | 100
79 | COc1ccc(C)cc1NC(=O)C(=O)NCC1CCCO1 (stereo not drawn) | -4 | .
80 | COc1ccc(NC(=O)C(=O)N/N=C/c2ccc(O)c(OC)c2)cc1 | -2 | .
81 | COc1ccc(N(CC(=O)Nc2ccc(C)cc2)S(C)(=O)=O)cc1 | 7 | .
87 | CCOC(=O)c1c(C)[nH]c(C(=O)COC(=O)c2oc3ccc(OC)cc3c2C)c1C | 0 | 86
90 | COc1ccc2c(c1)c(C(=O)CN1CCOCC1)c(C)n2C | 13 | 72
91 | COc1cccc(CC(NC(C)=O)C(=O)NC2CCN(c3nc(C)cc(C)c3C#N)CC2)c1 (stereo not drawn) | 9 | 94
95 | COC(=O)CSc1nnc2n(-c3ccc(OC)cc3)c(=O)c3c4c(sc3n12)CCCCC4 | 0 | 95
